# Assay outcomes deposited in PubChem by several laboratories.
# BoNT-F LC inh = BoNT/F light chain protease inhibitors, primary screen, biochemical, flow cytometry, MLPCN library | inhibition, % at 10 µM | Botulinum neurotoxin type F light chain protease (Clostridium botulinum) | actives 0.22% (n = 360,000) | Multiplex microsphere protease cleavage assay; in the data active = inhibition above about 35%, passing the limit was not always enough; inconclusive = no clear call, values can overlap the other calls; note: plate controls were buffer without enzyme for full effect and enzyme alone for no effect
# PfHsp40 rescue = rescue of yeast from PfHsp40 toxicity, primary screen, S. cerevisiae, ATP luminescence; S. cerevisiae expressing PfHsp40, growth rescue; growth rescue, % at 12.5 µM; actives 0.68% (n = 340,000); AID 504582, 2011; in the data active = growth rescue above about 28%, passing the limit was not always enough; inconclusive = no clear call, values can overlap the other calls;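 note: yeast W303a lacking pdr1 and pdr3 grown in galactose medium; growth measured after three days at 30 °C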
# GDH-TPI inh = GDH-TPI coupling enzyme inhibitors, primary screen, artefact control for M. tuberculosis FBA inhibitor project, biochemical, absorbance, full deck; GDH-TPI coupled enzyme counterscreen, NADH absorbance; inhibition, % at 4.8 µM; actives 1.2% (n = 360,000); in the data active = inhibition above about 30%;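 note: 0% = DMSO wells and 100% = wells lacking the enzyme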
# Anthrax LF prot = Bacillus anthracis LF protease inhibitors, primary screen, biochemical, multiplex microsphere, MLPCN library; Lethal factor (Bacillus anthracis), P15917; multiplex microsphere protease cleavage assay; inhibition, % at 10 µM; actives 0.12% (n = 360,000); note: plate controls were buffer without enzyme for full effect and enzyme alone for no effect
# Mtb BioA inh = M. tuberculosis BioA enzyme inhibitors, primary screen, biochemical, plate reader, single point, HTS; purified M. tuberculosis BioA enzyme; actives 0.096% (n = 360,000); inhibition, % at 9.99 µM; AID 602481, 2012; 7,8-diaminopelargonic acid synthase BioA (Mycobacterium tuberculosis); in the data active = inhibition above about 40%; inconclusive = no clear call, values can overlap the other calls
# BoNT A protease = BoNT/A light chain protease inhibitors, primary screen, biochemical, flow cytometry, MLPCN library | Botulinum neurotoxin type A light chain protease (Clostridium botulinum A str. ATCC 3502) | multiplex microsphere protease substrate cleavage | inhibition, % at 10 µM | actives 0.17% (n = 360,000) | AID 588499, 2011; note: plate controls were buffer without enzyme for full effect and enzyme alone for no effect
# FadD28 binding = inhibitors of FadD28 bisubstrate probe binding, primary screen, biochemical, fluorescence polarization, single point. actives 0.22% (n = 360,000). Mycobacterium tuberculosis FadD28 fatty-acid-AMP ligase. AID 588549, 2011. inhibition, % at 12.5 µM; in the data active = inhibition above about 8.5%, passing the limit was not always enough; inconclusive = no clear call, values can overlap the other calls
# FBA Mtb inh = Mtb FBA enzyme inhibitors, primary screen, biochemical, fluorescence, strain H37Rv; Fructose-bisphosphate aldolase (Mycobacterium tuberculosis (strain ATCC 25618 / H37Rv)), …; purified M. tuberculosis FBA, fluorescence read-out; inhibition, % at 1 µM; actives 2.3% (n = 360,000); AID 588726, 2011; in the data active = inhibition above about 27%;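 note: 0% = vehicle and 100% = reference inhibitor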
# Target sequence (P9WQA3 whole entry, looked up): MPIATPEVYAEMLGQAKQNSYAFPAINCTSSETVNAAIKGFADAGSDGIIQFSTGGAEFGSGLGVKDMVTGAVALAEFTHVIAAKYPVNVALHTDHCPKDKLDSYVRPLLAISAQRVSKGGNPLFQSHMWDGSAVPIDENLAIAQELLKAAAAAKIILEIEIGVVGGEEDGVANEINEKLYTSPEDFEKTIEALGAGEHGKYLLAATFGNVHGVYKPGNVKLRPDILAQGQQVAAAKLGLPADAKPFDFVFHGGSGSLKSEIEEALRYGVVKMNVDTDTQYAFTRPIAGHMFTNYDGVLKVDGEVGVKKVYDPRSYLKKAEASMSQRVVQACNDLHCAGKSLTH
# UGM FP inh = M. tuberculosis UGM enzyme inhibitors, primary screen, biochemical, fluorescence polarization, single point | inhibition, % at 10 µM | AID 504406, 2011 | purified UGM, fluorescence polarization probe displacement | actives 0.06% (n = 320,000); in the data active = inhibition above about 10%, passing the limit was not always enough; inconclusive = no clear call, values can overlap the other calls
# Target sequence (P9WIQ1 whole entry, looked up): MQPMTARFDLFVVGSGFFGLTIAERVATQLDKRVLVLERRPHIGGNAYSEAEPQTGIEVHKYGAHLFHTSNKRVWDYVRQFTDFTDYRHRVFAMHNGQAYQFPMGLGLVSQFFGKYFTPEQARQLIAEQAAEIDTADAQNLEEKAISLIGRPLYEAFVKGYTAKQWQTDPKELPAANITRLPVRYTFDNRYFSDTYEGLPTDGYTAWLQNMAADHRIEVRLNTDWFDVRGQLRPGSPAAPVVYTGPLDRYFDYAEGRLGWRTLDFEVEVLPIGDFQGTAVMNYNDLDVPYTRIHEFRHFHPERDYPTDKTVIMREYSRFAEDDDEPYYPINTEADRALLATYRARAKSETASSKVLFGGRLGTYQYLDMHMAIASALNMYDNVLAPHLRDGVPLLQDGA
# An asterisk follows results filed as active; ? = inconclusive; . = no result given; & = joins results of further samples. Cut-off read from the data, not from the text of the source, unless noted: active = inhibition above about 30%; inconclusive = no clear call, values can overlap the other calls; inactive = below that.
# Each structure is followed by: BoNT A protease	UGM FP inh	Mtb BioA inh	FadD28 binding	GDH-TPI inh	Anthrax LF prot	FBA Mtb inh	PfHsp40 rescue	BoNT-F LC inh
CSc1cc(C)n(-c2ccccc2C)c(=S)c1C(C)=O
    -0.5	-1.1	1.8	-4.5	20	-2	2	0.1	-7
COc1ccccc1[C@@H]1C(c2ccccc2)=NN(c2ccc(Br)cc2)[C@H]1C(=O)N1CCOC1=O
    -0.2	.	-1.6	-3.8	2	-9	30*	-0.1	-8
Cc1ccc(C2=NOC(C)(c3sc(-c4ccc(Cl)cc4)nc3C)C2)cc1 (configuration not stated)
    0.0	1.8	-1.1	-3.4	9	-4	5	-1.5	1
CSCCC(NC(=O)c1ccccc1Cl)C(=O)N1CCN(c2ccccn2)CC1 (configuration not stated)
    0.5	-0.7	-0.1	-2.7	-7	-3	8	-2.0	-2
CN1C[C@@H]2[C@@H]3C(=O)N(Cc4ccccc4)C(=O)[C@@H]3[C@](Cc3ccccc3)(C1=O)N2C(=O)c1ccc(Cl)c(Cl)c1
    -0.1	.	-1.9	-4.2	-2	-4	3	4.0	2
Cc1nc2ccccc2c2c1C(=O)N(c1cccc(C(=O)O)c1)C2=O
    1.4	-0.5	.	-3.0	-8	6	8	0.7	2
CN(C)CCN(C)C1CN(Cc2ccc(F)cc2)S(=O)(=O)C1 (configuration not stated)
    -0.3	.	1.0	-2.3	.	0	1	.	10
COc1ccc(NC(=O)c2cc(Cl)ccc2NC(=O)c2ccco2)c(OC)c1
    -0.3	1.5	1.6	-0.1	19	0	2	-1.5	-29
CCN(CC)S(=O)(=O)c1ccc(N=Cc2c(C)c(C#N)c(=O)n(C)c2O)cc1
    0.0	1.7	.	-3.3	38*	-2	3	-2.0	0
O=C(CCCn1cc([N+](=O)[O-])cn1)Nc1ccc2c(c1)OCO2
    -3.4	-2.9	0.1	-0.6	-3	-12	-1	-0.6	-2

# Limited to BoNT A protease, for 6 of the compounds above:
compound | BoNT A protease
COc1ccccc1[C@@H]1C(c2ccccc2)=NN(c2ccc(Br)cc2)[C@H]1C(=O)N1CCOC1=O | -0.2
Cc1ccc(C2=NOC(C)(c3sc(-c4ccc(Cl)cc4)nc3C)C2)cc1 (configuration not stated) | 0.0
CSCCC(NC(=O)c1ccccc1Cl)C(=O)N1CCN(c2ccccn2)CC1 (configuration not stated) | 0.5
CN1C[C@@H]2[C@@H]3C(=O)N(Cc4ccccc4)C(=O)[C@@H]3[C@](Cc3ccccc3)(C1=O)N2C(=O)c1ccc(Cl)c(Cl)c1 | -0.1
Cc1nc2ccccc2c2c1C(=O)N(c1cccc(C(=O)O)c1)C2=O | 1.4
CN(C)CCN(C)C1CN(Cc2ccc(F)cc2)S(=O)(=O)C1 (configuration not stated) | -0.3

# Next entries
# Each structure is followed by: BoNT A protease	UGM FP inh	Mtb BioA inh	FadD28 binding	GDH-TPI inh	Anthrax LF prot	FBA Mtb inh	PfHsp40 rescue	BoNT-F LC inh
COc1ccc(Cl)cc1NC(=O)c1oc(C)nc1C
    0.0	-2.9	-3.7	-1.4	4	-1	0	-1.6	-10
COc1ccc(N(CC(=O)NCCSc2ccccc2)S(C)(=O)=O)cc1
    -0.2	0.2	2.5	0.0	4	-1	6	-1.0	2
CCOc1ccc(C(=O)Nn2cnnc2)cc1
    -0.5	1.6	-0.9	-2.3	5	-5	-1	-1.1	-8
Cn1c(=O)c2c(SCC(=O)Nc3ccc4c(c3)OCCO4)nc(CC(C)(C)C)nc2n(C)c1=O
    -0.3	-0.7	-1.1	-1.1	5	-9	-1	0.4	-3
Cc1c(C(=O)OCC(=O)NCC2CCCO2)cccc1[N+](=O)[O-] (configuration not stated)
    -0.2	0.8	.	-1.2	3	-8	2	-1.6	-8
CC(=O)c1sc(NC(=O)CCOc2ccccc2)nc1C
    0.1	-0.1	.	-1.4	2	1	0	-1.1	1
Cn1nc(C(=O)Nc2cc(Cl)ccc2N2CCCC2)c2ccccc2c1=O
    -0.6	17*	0.2	-2.6	5	-8	0	-0.1	-16
O=c1ccc(C(F)(F)F)cn1Cc1cc(=O)n2cc(Br)ccc2n1
    0.1	-2.0	.	-1.8	-3	-5	1	0.8	-3
O=C(c1cccnc1)N1CCCc2ccccc21
    -0.5	-0.2	-1.1	-2.7	3	-2	1	1.9	-2
Cc1c(C(=O)N2CCCC2(C)C(=O)NCC(C)C)oc2ccccc12 (configuration not stated)
    -0.2	.	0.9	1.5	18	-1	4	.	7
O=C(c1ccc(Cl)cc1)C(CN1CCCCC1)c1ccccc1 (configuration not stated)
    -2.4	-1.6	-1.1	-0.5	3	9	0	1.3	27
Cc1cccc(-n2c(O)c(C=Nc3ccc(O)cc3)c3ccccc3c2=O)n1
    -1.0	1.5	.	1.7	10	-1	-5	-0.4	-10
Cc1ccc(-c2cc(C(=O)N3CCN(c4ccccc4O)CC3)c3ccccc3n2)o1
    1.1	0.7	2.6	-4.4	7	2	38*	137*	8
COc1ccc(C)cc1S(=O)(=O)N(C)CC(=O)NCc1ccco1
    -0.3	2.0	-1.3	-2.7	8	0	8	-0.9	4
CCOCCCn1c(C)nc2c(c1=O)c1nc3ccccc3nc1n2CCC1=CCCCC1
    4.1	0.2	0.3	-0.6	5	3	16	-0.2	-4
Cc1c(C)n(C)c2ccc(C(=O)N3CCN(c4ccccn4)CC3)cc12
    1.7	0.6	-0.4	-2.1	2	-8	1	0.7	-21
CCN(CC)C(=O)c1sc(NC(=S)N2CCN(C(=O)C3CCCO3)CC2)c(C(=O)OC)c1C (configuration not stated)
    6.4	1.6	3.6	-3.3	11	-2	0	-0.4	8
COC(=O)[C@@H](CC(C)C)N(Cc1ccccc1)S(=O)(=O)N(Cc1ccccc1)[C@@H](CC(C)C)C(=O)OC
    0.5	2.6	-0.7	-0.3	12	-3	1	-1.7	-3
COc1cccc(CN2CCN(c3ccc(F)cc3)CC2)c1OC
    -0.1	.	-1.4	0.1	8	-1	1	.	8
CCCCCSc1cc(OC)c(CCN)cc1OC
    -1.4	1.8	-2.4	-1.7	6	-4	4	0.4	-7
COC(=O)C1CN(C(=O)C(C)Oc2ccccc2F)c2ccccc2O1 (configuration not stated)
    -1.6	-0.2	.	0.2	1	-10	-2	-0.9	2
CN(C)c1ccc(CSc2ccccc2)cc1
    -0.6	.	-3.2	0.3	0	-10	2	-0.4	-10
COc1ccc2nc(SCC(=O)NCCc3ccccc3)[nH]c2c1
    -2.8	-2.2	.	-1.2	-3	-5	-1	1.4	?
Cc1ccc(C(=O)NNC(=O)CCOc2cccc(C)c2)cc1
    -0.1	-0.1	-2.6	-0.8	15	-2	3	-0.7	-5
Cn1c(=O)c(C(=O)NC2CCCCCCC2)c(O)c2ccccc21
    -1.4	-0.5	-1.3	-4.3	-8	1	-1	1.7	-9
COCCOC(=O)c1[nH]c2c(c1C)C(=O)CC(c1ccccc1)C2 (configuration not stated)
    0.0	2.6	1.7	-1.1	1	4	-1	-2.2	-1
CN1CCN(C2CN(Cc3cn(Cc4ccccc4F)nn3)S(=O)(=O)C2)CC1 (configuration not stated)
    0.1	.	-2.1	0.6	.	1	1	.	-6
CCN(CC)S(=O)(=O)c1cc(NS(=O)(=O)c2cccc(C(=O)O)c2)ccc1C
    -0.1	2.9	1.2	-4.2	-10	4	-4	0.3	5
Cc1ccc(Oc2cnc3ccccc3n2)cc1
    ?	0.8	-0.5	-1.7	10	-4	-1	-0.9	-2
CCCNC(=O)N1[C@H]2CC[C@@H]1C(C(=O)OC)=C(c1ccc(C(C)=O)cc1)C2
    0.0	-2.0	5.3	-0.6	1	5	-3	0.1	-1

# Two compounds picked at random from the list so far, as already listed:
# Each structure is followed by: BoNT A protease	UGM FP inh	Mtb BioA inh	FadD28 binding	GDH-TPI inh	Anthrax LF prot	FBA Mtb inh	PfHsp40 rescue	BoNT-F LC inh
Cc1ccc(C(=O)NNC(=O)CCOc2cccc(C)c2)cc1
    -0.1	-0.1	-2.6	-0.8	15	-2	3	-0.7	-5
CCCNC(=O)N1[C@H]2CC[C@@H]1C(C(=O)OC)=C(c1ccc(C(C)=O)cc1)C2
    0.0	-2.0	5.3	-0.6	1	5	-3	0.1	-1

# Following part.
# Each structure is followed by: BoNT A protease	UGM FP inh	Mtb BioA inh	FadD28 binding	GDH-TPI inh	Anthrax LF prot	FBA Mtb inh	PfHsp40 rescue	BoNT-F LC inh
CCC(C)NCCOCCOc1ccc(C)cc1OC (configuration not stated)
    -1.2	4.6	2.5	-4.6	-8	2	-3	1.0	-15
Cc1cc(O)c2c(c1)OC(C)(C)C1=C2CC(C)CC1 (configuration not stated)
    1.3	-1.1	2.4	-1.5	5	-16	-1	13	?
O=C1Nc2ccccc2/C1=C/c1ccc([N+](=O)[O-])cc1
    1.1	-1.2	.	0.5	9	2	-2	-1.2	10
CCOC(=O)c1c(C)nc2ccc(Cl)cc2c1-c1ccccc1
    0.1	1.7	.	-6.4	4	0	2	2.8	1
NC(=O)C1CCN(C(=O)c2cc3c(s2)CCCC3)CC1
    2.9	0.2	-1.4	-1.0	4	2	0	-0.8	0
Cc1ccc(-c2csc(NCCn3c(-c4ccncc4)nc4cc(C(F)(F)F)ccc43)n2)cc1
    0.0	-0.6	-2.0	-0.9	11	4	4	0.1	-4
CCOC(=O)C1CCCN(C(=O)CSc2nc(C)cc(C)n2)C1 (configuration not stated)
    -7.7	-4.1	.	-1.0	3	-6	5	1.5	-33
CCOC(=O)C1NC(=O)CC1c1ccccc1 (configuration not stated)
    -0.5	1.0	2.6	-3.9	1	5	2	0.7	-5
Cc1noc(C)c1NC(=O)Nc1ccc2c(c1)C(=O)N([C@H](C)CO)C[C@H](C)[C@@H](CN(C)C(=O)Nc1ccc3c(c1)OCO3)O2
    -0.6	-2.3	1.4	-1.6	4	-9	3	-1.2	1
COc1cccc(C(O)c2nc(-c3ccc(N(C)C)cc3)cs2)c1 (configuration not stated)
    0.0	.	0.2	-1.6	6	4	5	.	7
Cc1c(OCC(F)(F)F)ccnc1CS(=O)c1nc2ccccc2[nH]1 (configuration not stated)
    -0.1	-0.6	1.0&3.1	0.6	8	-9	8	0.9&-0.2	-9
Cc1cc(C)cc(N(C(=O)c2csnn2)C(C(=O)NC2CCCCC2)c2cccnc2)c1 (configuration not stated)
    -1.7	0.2	-2.2	0.4	-3	-5	2	-1.0	9
COc1ccccc1-c1ccc(SCc2ccccc2)nn1
    32*	-0.5	.	-3.7	-3	25	4	3.0	6
COCc1nnc(NC(=O)c2ccc(Cl)cc2[N+](=O)[O-])s1
    -0.1	2.5	.	-1.5	5	-2	2	1.9	-4
O=C(Nc1ccccc1C(F)(F)F)C1CC(=O)N(c2ccccc2F)C1 (configuration not stated)
    3.7	4.8	.	0.5	0	-9	2	-1.0	4
CCCc1cc(C(=O)N2CCCC(Nc3ccc(C)c(C)c3)C2)n(C)n1 (configuration not stated)
    .	-0.7	0.5	1.6	6	.	-3	-0.1	.
COc1cccc(C2Nc3ccccc3C(=O)N2Cc2ccccc2)c1 (configuration not stated)
    -0.9	-2.6	-0.1	-2.6	-1	2	61*	0.8	?
Cc1ccc([N+](=O)[O-])cc1NC(=O)CN1CCCCC1
    0.4	2.4	1.1	-1.8	7	1	3	0.2	-15
